AMA1 RON2 block: disrupts binding of P. falciparum AMA1 to RON2. AID 720542. Potency, µM (doses to about 58.2 µM), without a hit: at the highest dose activity change, negative = inhibition, usual class: inhibitors. AlphaScreen AMA1-biotinylated RON2 peptide binding. 0.2% of 360,000 active; active = well fitted inhibition curve with a large enough effect; inconclusive = small, poorly fitted or top-dose-only effect; inactive = no such curve, though single readings can be large or run the other way;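 also: potency is read from the fitted curve at half-maximal effect; 0% = vehicle wells and -100% = peptide control; nearly all actives have a fitted effect of over 45% in size; some results filed as inactive show a strong effect at the top dose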
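AMA1 (3D7) with his tag at 25 nM final met compounds first, then biotinylated RON2 peptide at 25 nM; detection used donor plus acceptor beads, 10 µg/mL apiece, read by AlphaScreen after 30 min at room temperature.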
HCMV inh: blocks human cytomegalovirus replication. HFF cells, HCMV-luciferase reporter, 72 h; active compounds read low. activity change, negative = inhibition, % at 57.5 µM. 4.5% of 410,000 active; in the data active = activity change below about -60%; inconclusive = no clear call, values can overlap the other calls; inactive = above about -39%
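HFF cells seeded 16 h at 37C, treated with compounds, infected with luciferase-reporter HCMV at MOI 1 PFU/cell; luciferase read at 72 h post infection, normalized to buffer-only and Salinomycin controls.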
* = called active by the depositor; ? = inconclusive; [ ] = remark or other dose. Unless noted, % is scaled to controls: 0 for no effect and ±100 for the full control effect.

| Molecule | AMA1 RON2 block | HCMV inh |
| --- | --- | --- |
| O=C(Nc1ccc2c(c1)OCCO2)C(c1ccnc2ccccc12)N1CCC(Cc2ccccc2)CC1 (centres undefined) | -25% | -1 |
| O=C(Nc1nnc([C@H]2C[C@H](O)[C@@H](CO)O2)s1)NC1CCCCC1 | 4% | 10 |
| COc1ccc(N=Cc2ccc(N(CCC#N)CCC#N)cc2)cc1 | 7% | -17 |
| CCC(Sc1ncccc1Nc1ccccn1)C(=O)O (centres undefined) | 2% | 16 |
| CN(C)S(=O)(=O)c1ccc(N2CCCC2)c(C(=O)N2CCN(S(=O)(=O)c3ccc(F)c(F)c3)CC2)c1 | -8% | 0 |
| O=C(NC1(C(=O)O)CCCC1)C(Cl)Cl | -7% | -31 |
| COC(=O)C1(C(=O)OC)C[C@H](/C=C/c2ccccc2)N(Cc2ccccc2OC)[C@@H]1c1ccc(F)cc1 | -12% | ? |
| C(=Cc1cnc2ccccc2n1)c1ccc2c(c1)OCO2 | 37%[activator] | -81* |
| CCCCn1c(N)c(N(CCC(C)C)C(=O)CSc2nc3ccccc3s2)c(=O)[nH]c1=O | 5% | -1 |
| C=CCN1[C@H](COCc2ccccc2)C=CS1(=O)=O | 10% | 4 |
| COc1ccc(C(=O)OCC(=O)Nc2cc(C)on2)cc1F | 2% | -15 |
| CCOc1ccccc1C1c2cc3c(cc2OC(C)(N2CCCC2)C1C)OCO3 (centres undefined) | -5% | -31 |
| O=C(Nc1ccc(S(=O)(=O)N2CCCC2)cc1)c1ccc(F)cc1 | 10% | -2 |
| Fc1ccc(-c2nc3ccc(Br)cn3c2Cc2cccc(F)c2)cc1 | 16% | 37 |
| CCc1nc2nc(C)cc(C)n2c1Nc1ccc(OC)cc1 | -4% | -3 |
| O=C(/C=C/[C@H]1O[C@@H](n2cnc3c(NC(=O)c4ccccc4)ncnc32)[C@H](O)[C@@H]1O)NCCc1ccc(F)cc1 | 18% | 18 |
| COCCNC(=O)C1(C)CCCN(Cc2ccccc2N(C)C)C1 (centres undefined) | 6% | 4 |
| C(=Cc1cnnc2ccccc12)c1ccccc1 | -3% | 20 |
| c1ccc(CNc2nc(NCCOc3ccccc3)c3sccc3n2)cc1 | -25% | -33 |
| CC(C)C(=O)N1CCC1(C)C(=O)NS(=O)(=O)c1cccs1 (centres undefined) | 7% | 10 |
| O=S1(=O)CC(N2CCN(CCO)CC2)CN1Cc1ccccc1 (centres undefined) | 6% | -10 |
| CCC(C(=O)Nc1c(C)cccc1C)n1c(-c2ccc(-c3ccccc3)cc2)nc2ccccc21 (centres undefined) | -15% | -34 |
| COc1cc(Cl)c(C)cc1NC(=O)CN1CCN(C(=O)c2cccs2)CC1 | 4% | -11 |
| O=C(O)CC1(CC(=O)Nc2nccs2)CCCCC1 | -4% | 5 |
| O=C(NCc1ccccn1)C1CCC(=O)N1C1CCCC1 (centres undefined) | 55%[activator] | 3 |
| O=C(O)c1cccc(-c2csc(C(O)c3ccc(F)c(F)c3)n2)c1 (centres undefined) | 2% | -3 |
| COc1ccc(Cl)c(-c2cc(C(=O)Nc3ccccc3)[nH]n2)c1 | 3% | 53 |
| CC1(C(=O)Nc2cccc(C(F)(F)F)c2)Cc2c(-c3ccccc3)ccnc2O1 (centres undefined) | -2% | -2 |
| Cc1cc(-c2nnn(CCCOC(C)(C)C)c2C)ccc1-c1cn(CCCOC(C)(C)C)nn1 | -3% | -33 |
| CCCCNS(=O)(=O)c1cccc(NC(=O)[C@@H]2O[C@H](CO)[C@H](O)[C@H](O)[C@H]2O)c1 | -10% | 21 |
| COc1c(C)cc(C(O)c2ncc(-c3ccccc3F)[nH]2)cc1C (centres undefined) | 0% | 3 |
| CCCCC[C@H](C)N1C[C@H](COCc2ccccc2)Oc2cc(N3CCC[C@H]3C(N)=O)ccc2S1(=O)=O | -9% | -8 |
| O=c1n(Cc2ccccc2)c(O)c2n1Cc1ccccc1N=C2c1ccccc1 | 0% | -11 |
| Cc1ccc(OCCCCCCN2CCNCC2)cc1 | -29% | 53 |
| CCCCCCCCNS(=O)(=O)CCNCc1ccc(OC)cc1 | 14% | 12 |
| Cc1ccc(F)c(S(=O)(=O)NC(=O)C2(C)CCN2C(=O)Cc2ccc(Cl)cc2Cl)c1 (centres undefined) | 1% | -8 |
| CCCCC(=O)N(C)c1c(C)nc2ccc(C(=O)N3CCNC(=O)C3)cn12 | 3% | -11 |
| CCCCC[C@@H](C)N1C[C@@H](COCc2ccccc2)Oc2cc(N3CCC[C@@H]3CO)ccc2S1(=O)=O | -7% | -6 |
| CC(C)(C)c1ccc(C(=O)N2CCC2(C)C(=O)Nc2cccc(C#N)c2)cc1 (centres undefined) | 1% | ? |
| CCOC(=O)C1=CCC2C(=O)N(C3CCCCC3)C(=O)C12 (centres undefined) | 8% | -16 |
| COc1cccc(C(NC(C)=O)c2nc(-c3cccc(O)c3)cs2)c1 (centres undefined) | -3% | -20 |
| Cc1cc(Br)c(Oc2cc(NN3CCCCC3)c([N+](=O)[O-])cc2[N+](=O)[O-])c(Br)c1 | 23% | -20 |
| CC(C)NC(=O)N1Cc2cc(C(=O)NC3CCCC3)nc(-c3cccc(-c4cccnc4)c3)c2[C@H]1CCO | 4% | -34 |
| CCC(=O)N(c1nnc(SCC(=O)Nc2sccc2C(N)=O)s1)C1CC1 | 14% | -19 |
| Cc1ccc(C(=O)C=Cc2ccc3c(c2)OCO3)c(C)c1 | -4% | 37 |
| c1ccc(C(=NNc2nc3ccccc3s2)c2ccccn2)cc1 | -9% | -99* |
| Cc1ccc(S(=O)(=O)N2C3CCCCC3O[C@H]2CC(=O)c2ccccc2)cc1 (some centres undefined) | -11% | -29 |
| Cc1cccc(NC(=O)c2ccc(NS(=O)(=O)c3cccc4cccnc34)cc2)c1 | 32%[activator] | -23 |
| CC(C)C[C@H]1CNC(=S)N1CC1CCN(CC2CCCC2)CC1 | 0% | 24 |
| COc1ccc(/C=C2\SC(=Nc3ccccc3Cl)NC2=O)c(OC)c1 | -12% | -10 |
| O=C(NNC(=O)c1ccc2ccccc2c1)c1cccc(Br)c1 | 4% | -36 |
| COc1ccc(-c2ccc3c(c2)CN(c2cccc(Cl)c2)Cc2cnnn2-3)cc1 | -11% | -102* |
| O=C(Nc1ccc2c(c1)OCCO2)C(C1CC1)n1c(=O)c(-c2ccccc2)nc2ccccc21 (centres undefined) | -20% | -20 |
| Cc1cc(N2CCN(C(C(=O)NC3CCCC3)c3ccco3)CC2)c2ccccc2n1 (centres undefined) | -10% | -26 |
| CC1CCN(S(=O)(=O)N2CCC(C(=O)NC(C)c3ccccc3)CC2)CC1 (centres undefined) | -7% | 3 |
| COc1cccc(CNc2nc3ccc(NC(C)=O)cc3s2)c1 | -6% | 21 |
| O=c1cc(CN2CCOCC2)c2ccccc2o1 | 4% | -11 |
| CCOC(=O)C1(C)CCN1C(=O)c1ccc(C)cc1 (centres undefined) | -6% | -2 |
| Cc1c(NS(=O)(=O)c2cccc(C(=O)Nc3ccc(SC(F)F)cc3)c2)c(=O)n(-c2ccccc2)n1C | 13%[11.6 µM] | -2 |
| CC(C)(C)NC(=S)N1Cc2ccccc2-n2nncc2C1 | 3% | 9 |

(more compounds)
| Molecule | AMA1 RON2 block | HCMV inh |
| --- | --- | --- |
| NC(=O)C1C2C=CC(C2)C1c1ccccc1 (centres undefined) | -6% | -27 |
| Cc1cc(C(=O)N2CCC2(C)C(=O)NS(=O)(=O)c2ccccc2Cl)nn1C (centres undefined) | 10% | -5 |
| O=C(CN1CCN(Cc2cccc(C(F)(F)F)c2)CC1)NCC(=O)Nc1ccc(F)c(F)c1F | -6%[11.6 µM] | -9 |
| COc1ccc(Cc2nnc(NC(=O)CS(=O)(=O)Cc3ccccc3)s2)cc1 | 0% | 17 |
| O=C(COC(=O)c1cccc(F)c1)Nc1cccc(S(=O)(=O)N2CCOCC2)c1 | 5% | 10 |
| CCOC(=O)C1=C(C)NC(=O)NC1C(C)C (centres undefined) | -1% | -4 |
| O=C1NC[C@@H](CCCCN2CCN(CCC3CCCCC3)C(=O)C2=O)N(Cc2ccccc2)C1=O | 12% | 38 |
| COc1cc(-c2coc3c(C(=O)NCc4ccc(OC)c(OC)c4)cccc23)ccc1O | -15% | -73* |
| Cc1ccc2nc(-c3ccco3)c(Cc3ccccc3)n2c1 | -3% | 66 |
| N/C(=N\NS(=O)(=O)c1ccccc1Cl)c1ccccn1 | 77%[activator] | 32 |
| Cc1c(C(=O)Nc2nccs2)oc2ccccc12 | 56%[activator] | 84 |
| COC(=O)[C@]12CCCCC=C1N(Cc1ccccc1)C(=O)[C@H](CC(=O)NCc1cccs1)C2 | 6% | -66* |
| N#CC1(c2cccc(Br)c2)C(=O)Nc2ccccc21 (centres undefined) | 4% | 82 |
| CCN(CC)CCCN1C(=O)C(=O)/C(=C(/O)c2c(C)nc3ccccn23)C1c1ccc(C)o1 (centres undefined) | 9% | -39 |
| Cc1cccc(-n2c(CN3C(=O)c4ccccc4C3=O)nc3ccccc3c2=O)n1 | 4% | 8 |
| CN1CCN(S(=O)(=O)c2cccc(C(=O)N(C)CC(=O)Nc3ccc(Cl)c(Cl)c3)c2)CC1 | 14% | -23 |
| C[C@@H]1CN([C@H](C)CO)S(=O)(=O)c2ccc(Br)cc2O[C@@H]1CN(C)Cc1ccc(C(=O)O)cc1 | -4% | -8 |
| COc1ccc([C@H]2C[C@H](n3cc(COC(=O)c4ccccc4)nn3)[C@@H](O)CN2C(=O)C2CCCCC2)cc1 | 0% | 7 |
| N#CC12CC(=O)N1Cc1cnnn1-c1ccccc12 (centres undefined) | 10% | -31 |
| C[C@H]1CN([C@@H](C)CO)C(=O)CCCn2nncc2CO[C@H]1CN(C)S(=O)(=O)c1ccc2ccccc2c1 | -2% | 13 |
| COC(=O)c1nn(-c2ccccc2)c(Cl)c1/C=N/OCc1c(Cl)cccc1Cl | 0% | -23 |
| O=[N+]([O-])c1ccc2c(c1)C(=NO)c1cc(F)ccc1-2 | -25% | -95* |
| O=C1Nc2ccccc2-c2nnnn2C1N1CCCCC1 (centres undefined) | 2% | -8 |
| CS(=O)(=O)Nc1cccc(NC(=O)c2ccc(-c3ccc(F)c(F)c3)c3ccoc23)c1 | -5% | -17 |
| COc1ccc(C(CNC(=O)c2cccc(S(=O)(=O)Nc3ccc(F)cc3)c2)N2CCCC2)cc1 (centres undefined) | -8% | -16 |
| O=C(O)CCCCCCCCCCC1CCC(O)C1O (centres undefined) | 3% | ? |
| COc1ccccc1Cc1c(-c2ccc(C#N)cc2)nc2c3ccccc3ccn12 | 8% | 1 |
| COc1ccc(CN2C(=O)C(CC(=O)NCCCN(C)C)CC(C(=O)N(C)C)=C2C)cc1 (centres undefined) | -6% | -16 |
| O=C(/C=C/c1ccccc1)c1ccc2ccccc2c1 | 49%[activator] | 32 |
| CN(CC(=O)Nc1cccc(F)c1)C(=O)/C=C/c1ccc(S(=O)(=O)N2CCCCCC2)cc1 | 1%[11.6 µM] | -30 |
| CCOC(=O)C1(C)CCCCN1C(=O)c1cccs1 (centres undefined) | 1% | -15 |
| CCc1nc2ccc(C(=O)N(C)CCCN(C)C)cn2c1N(CC)CCOC | 1% | -10 |
| COc1cc(NC(=O)Nc2nc(C(N)Cc3ccc(C(F)(F)F)cc3)cs2)cc(OC)c1OC (centres undefined) | 76%[activator] | 73 |
| CC(=O)N1CCCC(C)(C(=O)Nc2ccc3oc(C)nc3c2)C1 (centres undefined) | 4% | 27 |
| Cc1ccc(-c2ccc(CN3C(C(C)C)C(=O)N(Cc4cn(CC5CCCCC5)nn4)CCS3(=O)=O)cc2)cc1 (centres undefined) | -2% | 18 |
| O=[N+]([O-])c1ccc(F)c(CN2CCN(c3ncc(Cc4ccccc4)cn3)CC2)c1 | -24% | -32 |
| CC(C(=O)OCC(=O)Nc1ccccc1OC(F)F)N1C(=O)C2CC=CCC2C1=O (centres undefined) | -6% | 22 |
| COc1ccc(S(=O)(=O)N2CCC(C(=O)NCCC(=O)NCCc3cccc(F)c3)CC2)cc1 | -9% | 14 |
| COC(=O)[C@]12CCCCC=C1N(CCC1=CCCCC1)C(=O)[C@H](CC(=O)NCc1cccs1)C2 | -4% | -31 |
| O=C(NCc1ccncc1)C1Cc2c(-c3ccc(Cl)cc3)ccnc2O1 (centres undefined) | 0% | -11 |
| Cc1ccc(C)c(Nc2nc3ccccc3[nH]2)c1 | 9% | 1 |
| CC(=O)Nc1ccc2c(O)cc(S(=O)(=O)O)cc2c1 | -19% | 10 |
| COc1ccc(S(=O)(=O)N2CCOC2CNC(=O)C(=O)NCCCN2CCOCC2)cc1OC (centres undefined) | 6% | 27 |
| NC(=O)/C(=C\c1ccco1)NC(=O)c1ccco1 | -22% | 23 |
| Cc1cc(C)cc(Nc2ccc3nonc3c2[N+](=O)[O-])c1 | -28% | -83* |
| COc1ccc(Cl)cc1CC=NNC(=O)c1ccncc1 | 58%[activator] | 4 |
| CCOC(=O)C(Cc1ccc(O)cc1)Nc1nc2ccccc2o1 (centres undefined) | -21% | 17 |
| CC(C)CNC(=O)C1(C)CCCCCN1C(=O)c1cccnc1 (centres undefined) | 6% | -36 |

One compound at a time (already shown):
Record of Cc1cc(C)cc(Nc2ccc3nonc3c2[N+](=O)[O-])c1 → AMA1 RON2 block: -28%; HCMV inh: -83*
Record of CC(=O)Nc1ccc2c(O)cc(S(=O)(=O)O)cc2c1 → AMA1 RON2 block: -19%; HCMV inh: 10

High-throughput results as filed in PubChem BioAssay.

Some of the compounds tested; count on the stated rates, not on these rows.
